SKN-1 inh = blocks SKN-1 activity in C. elegans | inhibition, % at 21.8 µM | AID 624304 | C. elegans VP596 Pgst-4::GFP/RFP ratio, acrylamide-induced, 24 h | hit rate 0.49% among 360,000;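 active = interference check ratio from 0.5 to 1.5 plus GFP to RFP signal ratio inhibition reaching or exceeding a fixed threshold, cut at about 30% in these data, passing the limit was not always enough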; also: some compounds called inactive have numbers as strong as hits
MsrA act = bovine methionine sulfoxide reductase A activation | purified bovine MsrA, absorbance read-out | activation, % at 10.6 µM | hit rate 0.3% among 360,000 | AID 602163; in the data active = activation above about 7.5%;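 also: 0% = vehicle and 100% = reference activator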
MT1-MMP act inh = blocks activation of human MT1-MMP | hit rate 0.061% among 360,000 | P50281 | GFP/RFP ratio change, % at 20 µM | AID 651647 | HT1080 RFP-PRO-GFP cells, GFP/RFP ratio fluorescence, overnight; percent of plate control window, DMSO zero;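 active = GFP/RFP ratio change of at least 30% with cell ATP level not reduced by more than half and red fluorescence within 50% of control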; also: strong numbers were not always called active
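Assay system: RFP-PRO-GFP reporter HT1080 cells; read-out basis: GFP/RFP fluorescence ratio; benchmarks: DMSO wells and RFP-L50D-GFP cells; doses: 20 µM single dose, 1% DMSO; schedule: overnight cell settling, then overnight compound exposure, 37 °C, 5% CO2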
Rin1 Abl inh = blocks binding of human Rin1 to Abl; hit rate 0.4% among 360,000; P00519+Q13671; inhibition, % at 7.35 µM; AID 588664; TR-FRET Rin1/Abl binding, biochemical; in the data active = inhibition above about 5%, passing the limit was not always enough
MLLE-PAM2 inh = blocks PAM2 peptide binding to the PABP1 MLLE domain | hit rate 0.36% among 360,000 | inhibition, % at 20 µM | P11940 | GST-MLLE / FITC-PAM2 fluorescence polarization; in the data active = inhibition above about 35%, passing the limit was not always enough;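 also: plate controls were DMSO wells with GST-MLLE for no effect and wells lacking GST-MLLE protein for full effect; some results filed as inactive read as strong as hits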
E coli Lon inh = inhibitors of E. coli Lon protease. P0A9M0. purified E. coli Lon protease, fluorescence polarization. inhibition, % at 7.94 µM. hit rate 0.42% among 360,000. AID 602123; in the data active = inhibition above about 13%, passing the limit was not always enough;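 also: 0% = enzyme with probe and DMSO and 100% = no enzyme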
FAS TE block = inhibitors of human fatty acid synthase thioesterase domain. P49327. recombinant FAS-TE, OMFH fluorogenic substrate, fluorescence endpoint. inhibition, % at 15 µM. hit rate 0.67% among 360,000. AID 602261;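 active = compounds whose normalised, plate-corrected inhibition of enzyme fluorescence in the single-dose primary screen is 50% or more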;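 also: 0% = DMSO with enzyme and 100% = substrate without enzyme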
Target sequence (P49327 whole entry, looked up, the tested form may be a part): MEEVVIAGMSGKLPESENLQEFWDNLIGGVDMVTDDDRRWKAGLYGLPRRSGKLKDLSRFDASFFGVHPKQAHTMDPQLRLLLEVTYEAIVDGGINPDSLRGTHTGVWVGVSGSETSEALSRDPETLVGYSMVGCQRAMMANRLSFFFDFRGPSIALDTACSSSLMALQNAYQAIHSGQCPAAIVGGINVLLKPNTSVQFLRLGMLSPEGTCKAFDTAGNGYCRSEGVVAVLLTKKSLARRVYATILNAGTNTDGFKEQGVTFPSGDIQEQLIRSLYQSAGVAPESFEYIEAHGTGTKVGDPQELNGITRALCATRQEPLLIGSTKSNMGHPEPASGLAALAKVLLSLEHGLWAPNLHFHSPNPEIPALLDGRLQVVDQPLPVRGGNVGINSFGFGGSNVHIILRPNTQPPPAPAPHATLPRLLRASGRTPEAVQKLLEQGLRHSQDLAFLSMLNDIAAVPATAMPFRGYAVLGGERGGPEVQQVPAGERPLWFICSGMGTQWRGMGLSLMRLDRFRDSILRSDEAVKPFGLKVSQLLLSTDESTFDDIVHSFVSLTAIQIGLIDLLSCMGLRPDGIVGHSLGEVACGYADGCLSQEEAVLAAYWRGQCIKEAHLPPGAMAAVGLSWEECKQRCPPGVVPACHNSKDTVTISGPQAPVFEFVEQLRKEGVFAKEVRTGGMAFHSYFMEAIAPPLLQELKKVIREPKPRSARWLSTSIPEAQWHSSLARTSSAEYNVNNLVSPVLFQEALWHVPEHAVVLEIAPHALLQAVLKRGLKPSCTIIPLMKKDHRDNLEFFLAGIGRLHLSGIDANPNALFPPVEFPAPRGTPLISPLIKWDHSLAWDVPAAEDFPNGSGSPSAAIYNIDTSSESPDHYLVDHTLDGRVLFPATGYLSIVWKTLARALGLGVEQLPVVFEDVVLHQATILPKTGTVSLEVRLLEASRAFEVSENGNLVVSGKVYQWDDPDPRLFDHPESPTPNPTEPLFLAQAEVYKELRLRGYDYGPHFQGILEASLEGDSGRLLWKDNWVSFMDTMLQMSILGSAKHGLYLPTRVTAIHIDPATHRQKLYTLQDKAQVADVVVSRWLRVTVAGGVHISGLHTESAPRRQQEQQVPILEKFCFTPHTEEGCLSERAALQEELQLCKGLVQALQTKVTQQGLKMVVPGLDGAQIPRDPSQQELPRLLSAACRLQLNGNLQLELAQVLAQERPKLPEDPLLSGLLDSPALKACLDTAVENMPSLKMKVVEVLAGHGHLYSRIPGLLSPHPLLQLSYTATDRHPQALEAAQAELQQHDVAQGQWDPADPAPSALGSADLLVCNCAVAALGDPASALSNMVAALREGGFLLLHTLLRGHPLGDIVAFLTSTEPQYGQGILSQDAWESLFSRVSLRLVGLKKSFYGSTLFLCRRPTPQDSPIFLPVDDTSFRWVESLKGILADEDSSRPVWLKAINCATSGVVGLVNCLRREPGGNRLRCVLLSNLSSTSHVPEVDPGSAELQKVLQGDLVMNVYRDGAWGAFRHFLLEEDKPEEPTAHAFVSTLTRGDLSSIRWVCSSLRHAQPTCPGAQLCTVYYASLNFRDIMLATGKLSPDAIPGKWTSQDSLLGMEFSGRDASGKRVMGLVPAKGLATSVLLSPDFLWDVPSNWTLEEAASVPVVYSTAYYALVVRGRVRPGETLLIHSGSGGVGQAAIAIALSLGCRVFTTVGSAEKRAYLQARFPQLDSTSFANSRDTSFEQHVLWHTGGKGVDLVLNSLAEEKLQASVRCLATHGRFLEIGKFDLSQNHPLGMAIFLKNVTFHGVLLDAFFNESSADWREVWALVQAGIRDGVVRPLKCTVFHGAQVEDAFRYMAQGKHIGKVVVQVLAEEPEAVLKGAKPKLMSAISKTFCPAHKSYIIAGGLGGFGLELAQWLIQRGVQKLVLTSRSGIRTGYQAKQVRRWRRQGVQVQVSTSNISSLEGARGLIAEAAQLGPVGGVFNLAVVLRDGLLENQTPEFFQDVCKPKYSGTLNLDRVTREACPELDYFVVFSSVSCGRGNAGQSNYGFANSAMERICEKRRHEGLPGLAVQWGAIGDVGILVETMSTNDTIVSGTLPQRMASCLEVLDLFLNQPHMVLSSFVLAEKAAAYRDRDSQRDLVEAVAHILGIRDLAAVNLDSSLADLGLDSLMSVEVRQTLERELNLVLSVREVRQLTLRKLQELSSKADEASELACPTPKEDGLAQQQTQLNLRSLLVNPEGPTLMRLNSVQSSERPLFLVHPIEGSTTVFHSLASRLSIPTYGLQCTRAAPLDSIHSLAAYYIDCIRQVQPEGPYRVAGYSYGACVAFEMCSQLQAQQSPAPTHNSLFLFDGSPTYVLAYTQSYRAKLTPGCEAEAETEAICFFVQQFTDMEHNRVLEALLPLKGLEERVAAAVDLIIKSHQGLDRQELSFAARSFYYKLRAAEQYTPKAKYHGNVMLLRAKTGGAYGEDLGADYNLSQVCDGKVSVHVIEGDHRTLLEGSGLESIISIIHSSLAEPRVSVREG
CendR NRP1 mod = NRP-1/CendR interaction modulation. inhibition, % at 25 µM. FAM-RPARPAR peptide binding to NRP-1, fluorescence polarization. AID 602438. O14786. hit rate 0.85% among 360,000;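 active = inhibition or corrected inhibition above about 18%, plus a signal ratio from 0.5 to 1.5, limit read from the data, passing the limit was not always enough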; also: strong numbers were not always called active
Neddylation inh = inhibitors of human cullin neddylation; P61081+Q13564; hit rate 0.58% among 360,000; calls only at 25 µM; TR-FRET cullin neddylation, biochemical; in the data active = inhibition above about 36%
Active calls of the source: *; i = inactive; · = not tested or not shown; + = active, no number. An unsorted share of the library; 4% or so of the library scored in one or more.

SMILES | SKN-1 inh | MsrA act | MT1-MMP act inh | Rin1 Abl inh | MLLE-PAM2 inh | E coli Lon inh | FAS TE block | CendR NRP1 mod | Neddylation inh
O=C(NCC1CC1)Nc1cccs1 | -6 | -6 | -4 | -3 | 6 | -11 | -6 | 1 | i
Cc1cc(C(=O)CSc2nc(N)cc(=O)[nH]2)ccc1F | 19 | -4 | -1 | 1 | -10 | 6 | -2 | -4 | i
CCN1CCCC1CNC(=O)c1cc(COc2ccc(C)c(C)c2)on1 (centres undefined) | 11 | -5 | -2 | 3 | -12 | -1 | -4 | -10 | i
Clc1cccc(-c2nnc(SC/C=C/c3ccccc3)n2Cc2ccco2)c1 | 5 | -3 | 1 | -4 | -95 | 6 | 30 | -17 | i
COC(=O)c1sccc1NC(=O)/C=C/c1ccc(Cl)cc1Cl | -12 | -15 | -2 | 1 | -3 | -3 | -10 | 4 | +
COc1cccc(/C=C/c2n[nH]c(=O)c(C#N)c2C)c1 | 19 | 0 | -5 | 2 | -12 | 2 | 0 | -1 | i
CCCS(=O)(=O)N1CCC(C(=O)N2CCN(C(=O)OCC)CC2)CC1 | -5 | 1 | -1 | 1 | 6 | 0 | -7 | -7 | i
Cc1cc(CN2C(=O)c3ccccc3C2=O)no1 | -10 | -13 | 4 | 0 | -13 | -2 | -11 | 9 | i
O=C(c1ccccc1)c1ncc[nH]1 | -8 | 0 | 0 | 2 | 9 | 6 | -1 | -3 | i
C/C(=N\Nc1ccc(Cl)cc1)c1c(O)cc(C)oc1=O | -2 | -1 | 1 | 3 | 30 | 2 | -2 | 1 | i
CCc1cccc(NS(=O)(=O)c2ccc3c(c2)NC(=O)C(C)S3)c1 (centres undefined) | 9 | -3 | -10 | -1 | 16 | 2 | 12 | -18 | i
CC1(C)SC(=S)N(/N=C/c2ccccc2O)C1N(O)C(=O)Nc1ccccc1 (centres undefined) | 13 | -6 | -4 | -2 | 12 | 6 | -41 | 11 | i
CS(=O)(=O)c1ccc(Cl)c(NC(=O)c2cccc(Br)c2)c1 | -17 | -7 | 2 | -2 | 12 | 4 | -4 | 10 | i
CC(C)NC(=O)CN1C(=O)c2cccc3cccc1c23 | -25 | -5 | -4 | 0 | -4 | -6 | -5 | -8 | i
Cc1ccc(C(=O)Nc2c(C)cc(C)c3cccnc23)cc1 | 14 | -2 | 2 | -4 | -2 | -9 | 23 | 7 | i
Cc1c(C(C)(C)C)s/c(=N/S(=O)(=O)c2ccccc2)n1C | -8 | -1 | -3 | 0 | -6 | -10 | -3 | -2 | i
COc1ccc([C@H]2CC(=O)C=C(c3cc(F)ccc3F)C2)cc1OC | 11 | -4 | 3 | 0 | 2 | 3 | 5 | 11 | i
Cc1ccc(NC(=O)[C@H](Cc2c[nH]c3ccccc23)NC(=O)[C@@H]2Cc3ccccc3CN2)c(C)c1 | 5 | -1 | 0 | 1 | 7 | -2 | 9 | -10 | i
CC(NC(=O)CSc1cccc(C(F)(F)F)c1)c1ccccc1 (centres undefined) | -6 | -2 | -1 | -5 | 2 | 2 | 9 | 2 | i
CC(=O)c1cccc(NC(=O)c2ccc(S(=O)(=O)N3CCCC3)cc2)c1 | -4 | -2 | 2 | 1 | -3 | -4 | -3 | 21 | i
COc1ccccc1C(=O)NCCC(=O)N(C)CC(=O)Nc1ccccc1Br | -4 | -2 | -1 | 1 | 7 | -4 | -6 | -8 | i
Clc1ccc(-c2c[n+](Cc3ccc(Cl)cc3Cl)c3n2CCCCC3)cc1 | -19 | -4 | -5 | 0 | -2 | 3 | 11 | 1 | i
O=C(OC(C(=O)NCc1ccccc1)c1ccccc1)c1ccco1 (centres undefined) | 11 | -4 | -4 | -1 | -3 | 3 | -1 | 10 | i
O=C(CCc1nc2sc3c(c2c(=O)[nH]1)CCCC3)NCCOc1ccccc1 | 13 | -1 | -3 | -2 | -29 | -25 | -1 | -51 | i
N#C/C(=C\C1CC2C=CC1C2)c1nc2ccccc2[nH]1 (centres undefined) | -10 | -1 | -57 | -5 | -27 | -39 | 0 | -37 | i

Single values from the results shown:
Result of CCCS(=O)(=O)N1CCC(C(=O)N2CCN(C(=O)OCC)CC2)CC1 under CendR NRP1 mod: -7
Result of Clc1ccc(-c2c[n+](Cc3ccc(Cl)cc3Cl)c3n2CCCCC3)cc1 under FAS TE block: 11
Result of N#C/C(=C\C1CC2C=CC1C2)c1nc2ccccc2[nH]1 (centres undefined) under SKN-1 inh: -10
Result of Cc1ccc(C(=O)Nc2c(C)cc(C)c3cccnc23)cc1 under SKN-1 inh: 14

Other entries
SMILES | SKN-1 inh | MsrA act | MT1-MMP act inh | Rin1 Abl inh | MLLE-PAM2 inh | E coli Lon inh | FAS TE block | CendR NRP1 mod | Neddylation inh
Cc1ccc(F)cc1S(=O)(=O)NCc1ccc(N2CCN(C)CC2)cc1 | 2 | 2 | -2 | -1 | 3 | 2 | -6 | -1 | i
Cc1ccccc1C(=O)Nc1nnc(S(=O)(=O)N2CCCCCC2)s1 | -28 | -12 | 10 | 7 | -10 | -6 | -1 | 1 | i
C[C@H](NC(=O)N1CCn2c1nc1ccccc12)C(=O)NCc1ccccc1 | 5 | -1 | 2 | 2 | 2 | -12 | -1 | 17 | i
COc1ccc(NC(=O)C2CCN(C(=O)C3CC(=O)N(c4ccc(C)cc4)C3)CC2)cc1 (centres undefined) | -1 | 0 | 0 | -1 | 1 | -13 | -4 | -4 | i
Cn1c(N)c(C(=O)COC(=O)CCc2ccccc2)c(=O)n(C)c1=O | 6 | -3 | 6 | -3 | 10 | -1 | -11 | -5 | i
Cn1c(=O)c2c(ncn2CC(=O)OCC(=O)c2ccc(Br)cc2)n(C)c1=O | 9 | -1 | 0 | 2 | -43 | -21 | 4 | -34 | i
CCc1ccc(NC(=O)C/C(C)=N/NC(=O)OCc2ccc(OC)cc2)cc1 | -8 | -7 | 8 | 4 | 4 | 1 | 4 | 21 | i
O=C(CSc1ccc(Cl)cc1)N1CCCC1 | 0 | -2 | 5 | 1 | 8 | 2 | -9 | -2 | i
CCN(CC)C(=O)C1=C(C)N(CCC2=CCCCC2)C(=O)C(CC(=O)NCCCCc2ccccc2)C1 (centres undefined) | -3 | 2 | -1 | -2 | 10 | 3 | 4 | -2 | i
CC(C)Cn1c(=O)c2c(nc3n2CCCN3Cc2ccccc2)n(C)c1=O | 17 | -2 | 4 | 1 | -5 | -9 | 0 | 9 | i
COc1ccc(C(C(=O)NCC2CCCO2)N(C(=O)Cn2nnc3ccccc32)c2ccc(NC(C)=O)cc2)cc1OC (centres undefined) | -1 | 0 | -2 | 4 | -7 | -4 | -6 | 12 | i
CCCCN(C(=O)c1cccc(S(=O)(=O)N(C)c2ccc(C)cc2)c1)c1c(N)n(CC(C)C)c(=O)[nH]c1=O | 19 | -3 | -2 | 5 | -12 | 0 | -5 | 1 | i
O=C1C2C3C=CC(C4CC34)C2C(=O)N1/N=C/c1ccc(-c2cccc([N+](=O)[O-])c2)o1 (centres undefined) | 26 | -5 | 6 | -6 | 0 | -3 | 17 | -16 | i
Cc1ccc(S(=O)(=O)N2C(c3ccc(Cl)c(Cl)c3)CC=C(C(=O)O)C2c2cccc(Cl)c2)cc1 (centres undefined) | -2 | · | -3 | · | · | · | · | -44 | i
CCN(Cc1nc(-c2ccccc2)no1)C(=O)COc1cccc(OC)c1 | -9 | -9 | 4 | 0 | -4 | -1 | 3 | -1 | i
CC(=O)c1c(C)[nH]c(C(=O)NC2CCSc3ccccc32)c1C (centres undefined) | -11 | -8 | -1 | 1 | -2 | 6 | 6 | 3 | i
NS(=O)(=O)c1cccc(NC(=O)c2ccc3nc[nH]c3c2)c1 | -3 | -1 | 3 | 3 | -8 | -9 | -4 | 9 | i
O=C(NCc1ccc2c(c1)OCO2)C1CCCN(C(=O)c2ccc(Cl)cc2)C1 (centres undefined) | -15 | -3 | 1 | 1 | -3 | -5 | -9 | -1 | i
C/C(=N/NC(=O)CN1CCN(S(=O)(=O)c2ccc(Br)cc2)CC1)c1cccnc1 | 0 | 0 | 2 | -6 | -9 | -7 | -5 | 2 | i
O=C(N/N=C\c1cn[nH]c1-c1ccccc1)c1cccnc1 | 16 | -1 | 2 | -1 | -8 | -3 | -10 | 3 | i
CC(=O)c1ccc(-c2nnc(CCC(=O)N(C)Cc3c(C)nc4ccccn34)o2)s1 | -2 | -7 | -2 | 3 | 7 | 6 | 0 | -7 | i
COC(=O)c1ccc(-n2nnnc2SCC(=O)Nc2ccccc2F)cc1 | -19 | -4 | 1 | 1 | -7 | -11 | -3 | -6 | i
COc1cccc(OC)c1OCCCCN1CCCC1 | 9 | -1 | 2 | -4 | 1 | -6 | -4 | 13 | i
OCCN(Cc1ccccc1)Cc1ccc(C(F)(F)F)cc1 | 12 | 1 | -3 | 2 | -1 | 2 | 10 | -1 | i
CCSc1nc2sc3c(c2c2[n+]1CC(CBr)O2)CCCC3 (centres undefined) | -16 | -10 | 2 | -3 | -11 | 1 | 20 | 4 | i
Cc1cc(-c2n[nH]c(=S)n2/N=C/c2ccc(Br)s2)n[nH]1 | 24 | 2 | 2 | -1 | -24 | 2 | -8 | -2 | i
COc1ccc(CCNC(=O)CSCc2ccc(Cl)cc2)cc1OC | 14 | 0 | -1 | -1 | 16 | -2 | -4 | -5 | i
COc1ccc(-c2nc(SC(CC(=O)NCCO)c3cccs3)n[nH]2)cc1 (centres undefined) | 11 | -2 | 4 | -2 | 4 | 1 | -6 | 9 | i
NC(=S)N/N=C/c1ccc(-c2ccc(Cl)c(Cl)c2)o1 | -1 | 1 | 0 | -1 | -20 | -5 | -6 | -46 | i
Cc1ccc(C(=O)N/C(=C\c2ccccc2)C(=O)NCCN2CCOCC2)cc1 | 17 | -1 | 0 | 3 | -2 | 2 | -5 | 4 | i

Reprinted at random: six entries already listed.
SMILES | SKN-1 inh | MsrA act | MT1-MMP act inh | Rin1 Abl inh | MLLE-PAM2 inh | E coli Lon inh | FAS TE block | CendR NRP1 mod | Neddylation inh
CCCCN(C(=O)c1cccc(S(=O)(=O)N(C)c2ccc(C)cc2)c1)c1c(N)n(CC(C)C)c(=O)[nH]c1=O | 19 | -3 | -2 | 5 | -12 | 0 | -5 | 1 | i
NC(=S)N/N=C/c1ccc(-c2ccc(Cl)c(Cl)c2)o1 | -1 | 1 | 0 | -1 | -20 | -5 | -6 | -46 | i
Cc1ccccc1C(=O)Nc1nnc(S(=O)(=O)N2CCCCCC2)s1 | -28 | -12 | 10 | 7 | -10 | -6 | -1 | 1 | i
CCN(Cc1nc(-c2ccccc2)no1)C(=O)COc1cccc(OC)c1 | -9 | -9 | 4 | 0 | -4 | -1 | 3 | -1 | i
COc1cccc(OC)c1OCCCCN1CCCC1 | 9 | -1 | 2 | -4 | 1 | -6 | -4 | 13 | i
CC(=O)c1c(C)[nH]c(C(=O)NC2CCSc3ccccc32)c1C (centres undefined) | -11 | -8 | -1 | 1 | -2 | 6 | 6 | 3 | i

Reformatted with two lines to a compound: entries from further up.
Every second line gives: SKN-1 inh, MsrA act, MT1-MMP act inh, Rin1 Abl inh, MLLE-PAM2 inh, E coli Lon inh, FAS TE block, CendR NRP1 mod, Neddylation inh
> CCN(CC)C(=O)C1=C(C)N(CCC2=CCCCC2)C(=O)C(CC(=O)NCCCCc2ccccc2)C1 (centres undefined)
 : -3, 2, -1, -2, 10, 3, 4, -2, i
> CC(C)Cn1c(=O)c2c(nc3n2CCCN3Cc2ccccc2)n(C)c1=O
 : 17, -2, 4, 1, -5, -9, 0, 9, i

Neddylation inh: hit marks shown above.
structure	SKN-1 inh	MsrA act	MT1-MMP act inh	Rin1 Abl inh	MLLE-PAM2 inh	E coli Lon inh	CendR NRP1 mod	Neddylation inh
COC(=O)c1sccc1NC(=O)/C=C/c1ccc(Cl)cc1Cl	-12	-15	-2	1	-3	-3	4	+

Assay outcomes (PubChem)
